# High-throughput results deposited in PubChem by National Center for Advancing Translational Sciences (NCATS).
# Vif-APOBEC3G blk = qHTS for Inhibitors of Vif-A3G Interactions: qHTS; DNA dC->dU-editing enzyme APOBEC-3G (Homo sapiens), Q9HC16; HeLa A3G-eYFP + Vif (tagged APOBEC3G with the HIV-1 protein that degrades it), YFP fluorescence, overnight; Potency, µM (top dose mostly 46.1 µM), for the others: at the highest dose activity, negative = active, actives largely listed as inhibitors; hit rate 0.076% among 410,000; AID 602310, 2012;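 note: potency is the fitted concentration of half-maximal effect; % is set by controls: 0 for no effect and ±100 for the full control effect; nearly all actives have a fitted effect of over 60% in size; hits raise eYFP signal because A3G escapes Vif-driven loss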
# Target sequence (Q9HC16 whole entry, looked up): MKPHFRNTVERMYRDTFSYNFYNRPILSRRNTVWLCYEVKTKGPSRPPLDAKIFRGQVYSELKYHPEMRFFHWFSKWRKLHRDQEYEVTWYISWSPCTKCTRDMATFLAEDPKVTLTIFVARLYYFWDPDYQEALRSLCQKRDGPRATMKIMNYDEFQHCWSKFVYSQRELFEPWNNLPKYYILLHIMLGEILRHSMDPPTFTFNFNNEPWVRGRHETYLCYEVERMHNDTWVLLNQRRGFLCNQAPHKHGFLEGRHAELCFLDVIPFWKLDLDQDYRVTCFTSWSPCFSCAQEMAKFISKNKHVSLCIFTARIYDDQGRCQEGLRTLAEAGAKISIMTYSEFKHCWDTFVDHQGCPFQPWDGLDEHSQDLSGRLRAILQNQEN
#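 HeLa cells stably expressing Vif and C-terminally eYFP-tagged A3G, seeded overnight at 37 deg C, then exposed to compound by pintool overnight at 37 deg C. Rise in yellow fluorescence (Ex 488/Em 500-530, Acumen) marks blocked Vif-driven A3G degradation.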
# Vif-APOBEC3F blk = qHTS for Inhibitors of Vif-A3F Interactions: qHTS | HeLa A3F-eYFP + Vif (tagged APOBEC3F with the HIV-1 protein that degrades it), YFP fluorescence increase | Potency, µM (series often up to 46.1 µM), for inactives: at the top dose activity, negative = active | hit rate 0.2% among 390,000 | AID 602313, 2012; note: potency is the fitted concentration of half-maximal effect; % of control where 0% means no effect; nearly all actives have a fitted effect of over 65% in size
#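 HeLa cells stably expressing A3F-eYFP plus Vif, plated and incubated overnight at 37 deg C, then exposed to compounds overnight at 37 deg C. Blocked degradation read as raised yellow fluorescence (Ex 488/Em 500-530).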
# D1 antag = Antagonist of Human D 1 Dopamine Receptor: qHTS; D(1A) dopamine receptor (Homo sapiens), P21728; HEK293 TREx D1 cells, calcium flux, dopamine EC80; stronger effect = lower value; activity change, negative = inhibition, % at 10 µM; hit rate 3.2% among 360,000; AID 504652, 2011; in the data active = activity change below about -30%; note: % is set by controls: 0 for no effect and ±100 for the full control effect
#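 Calcium flux readout: force-coupled, inducible Hek293 Trex D1 line, cells induced overnight at 30 C with tetracycline, dye-loaded 30–90 min at RT. Antagonism scored against EC80 dopamine challenge given 180 s after compound.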
# D2 potentiator = HTS Assay for Positive Allosteric Modulators of the Human D2 Dopamine Receptor: Primary Screen for Potentiators | HEK293 T-REx D2, calcium flux, EC20 dopamine potentiation | potentiation, % at 10 µM | hit rate 0.34% among 340,000 | AID 485347, 2010;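 active = potentiation over 3 SD above the plate norm, cut at about 30% in these data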; note: 0% is about no effect
#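 Cells plated with tetracycline inducer and held overnight at 30 C; calcium dye loaded 30–90 min at room temperature; baseline taken, compound added and read 180 s; EC20 dopamine then added and read 180 s.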
# Glioma ERSR ind = qHTS for Inducers of the Endoplasmic Reticulum Stress Response (ERSR) in Human Glioma: qHTS; U87-MG GRP78 promoter luciferase reporter, 16 h; Potency, µM, for the others: top-dose activation, most hits filed as activators; hit rate 0.02% among 420,000; AID 602332, 2012; note: potency is the fitted concentration of half-maximal effect; series mostly up to about 76 µM; % of control where 0% means no effect; nearly all actives have a fitted effect of over 35% in size
#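 ERSR induction read as luciferase luminescence (Bright-Glo, 10 min at room temperature) in stably transfected human U87-MG glioma cells exposed to compounds for 16 h, using GRP78 as sensor.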
# RXFP1 agonist = qHTS Assay for Agonists of the Relaxin Receptor RXFP1; hit rate 0.3% among 370,000; Relaxin receptor 1 (Homo sapiens), Q9HBX9; HEK293T-RXFP1 cAMP TR-FRET, 30 min; response scale: percent of porcine relaxin response, buffer zero; Potency, µM (titrated, usually from 57.5 µM), without a hit: at the top dose activation, most hits filed as activators; note: potency is the fitted concentration of half-maximal effect; % is set by controls: 0 for no effect and ±100 for the full control effect; nearly all actives have a fitted effect of over 60% in size; many of its hits are not listed in these tables
# Target sequence (Q9HBX9 whole entry, looked up): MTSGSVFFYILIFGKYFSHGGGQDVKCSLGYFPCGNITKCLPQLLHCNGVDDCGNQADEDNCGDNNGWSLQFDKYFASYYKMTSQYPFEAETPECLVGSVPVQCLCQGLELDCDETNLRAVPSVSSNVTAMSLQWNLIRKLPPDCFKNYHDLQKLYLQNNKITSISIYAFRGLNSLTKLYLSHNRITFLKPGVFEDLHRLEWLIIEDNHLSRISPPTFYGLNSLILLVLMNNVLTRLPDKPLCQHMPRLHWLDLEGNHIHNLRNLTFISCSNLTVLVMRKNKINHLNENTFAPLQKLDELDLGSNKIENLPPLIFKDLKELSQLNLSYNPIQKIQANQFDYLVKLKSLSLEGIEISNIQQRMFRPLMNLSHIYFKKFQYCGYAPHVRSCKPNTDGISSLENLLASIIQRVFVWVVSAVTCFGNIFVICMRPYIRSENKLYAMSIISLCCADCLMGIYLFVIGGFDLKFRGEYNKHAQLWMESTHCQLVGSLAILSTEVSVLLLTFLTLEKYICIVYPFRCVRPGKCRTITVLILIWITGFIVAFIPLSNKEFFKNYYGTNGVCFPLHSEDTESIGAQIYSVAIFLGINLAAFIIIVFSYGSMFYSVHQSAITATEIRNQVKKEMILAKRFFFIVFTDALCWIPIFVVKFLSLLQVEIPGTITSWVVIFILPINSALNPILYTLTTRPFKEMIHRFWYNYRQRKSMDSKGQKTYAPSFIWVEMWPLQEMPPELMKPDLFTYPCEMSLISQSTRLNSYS
#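 HEK293T cells stably expressing RXFP1 were pretreated with the PDE4 inhibitor Ro 20174, exposed to compounds for 30 min at 37C, lysed, and cAMP was read by TR-FRET. Data normalized to buffer (basal) and 29 nM porcine relaxin (100%).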
# D1 potentiator = Potentiators of Human D1 Dopamine Receptor: qHTS; D(1A) dopamine receptor (Homo sapiens), P21728; HEK293 TREx D1 cells, calcium flux, dopamine EC20 potentiation; potentiation, % at 10 µM; hit rate 0.036% among 360,000; in the data active = potentiation above about 30%; note: 0% is about no effect
# LDHA block = qHTS assay for inhibitors of human lactate dehydrogenase. L-lactate dehydrogenase A chain (Homo sapiens), P00338. purified LDHA, NADH/diaphorase-resazurin fluorescence; stronger effect = lower value. activity change, % (values are at about 110 or 230 µM). hit rate 0.15% among 480,000; in the data active = activity change below about -30%; inconclusive = mostly about -25% to -30%;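 note: plate controls were DMSO wells for no effect and wells without enzyme for full effect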
#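 Human LDH5 (2 nM) was incubated with 0.06 mM NADH and 0.2 mM pyruvate for 5 min at room temperature in Tris pH 7.4. Remaining NADH was coupled through diaphorase/resazurin, and resorufin fluorescence was read at 0 and 20 min.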
# D1 ag = Allosteric Agonists of the Human D1 Dopamine Receptor: qHTS | activation, % at 2 µM | HEK293 T-REx D1 cells, calcium flux, agonist mode | hit rate 1% among 360,000 | D(1A) dopamine receptor (Homo sapiens), P21728; in the data active = activation above about 30%; note: 0% is about no effect
#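 Agonism was scored from calcium flux recorded over 180 s (1 read/s) after pintool compound addition, following a 10-cycle baseline. Cells were inducible force-coupled HEK293 TREx D1, plated overnight at 30 C and loaded with no-wash calcium dye.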
# * hit, by the source's call; ? = inconclusive; / = not tested or not shown. Unless noted, calls come from the whole dose curve; as a rule, active = well fitted curve in the direction sought with a large enough effect; inconclusive = small, poorly fitted or top-dose-only effect, or another doubt; inactive = no such curve, though single readings can be large; an effect the other way counts as inactive or inconclusive. A portion of the library; rates above refer to the full screens.
# Sequence of screens: Vif-APOBEC3G blk	Vif-APOBEC3F blk	D1 antag	D2 potentiator	Glioma ERSR ind	RXFP1 agonist	D1 potentiator	LDHA block	D1 ag
CCCCCN(C(=O)CCC(=O)OCCOc1ccc(OC)cc1)c1c(N)n(CCCC)c(=O)[nH]c1=O
 : -1.6%	8.0%	13.6	10.5	0.3%	-0.6%	1.4	-5.2	3.0
CS(=O)(=O)N1CCC(C(=O)Nc2ccc(Cl)c(Cl)c2)CC1
 : -0.3%	-7.6%	-59.0*	-11.1	-0.1%	-0.6%	-4.8	-10.8	19.8
C=CCOc1cccc(C(=O)N2CCC(CCC(=O)NC3CC3)CC2)c1
 : 2.1%	8.8%	26.4	-1.4	-5.9%	2.7%	-11.4	-9.7	1.2
CNC(=O)/C(=C\c1cccc(Oc2ccccc2)c1)NC(=O)c1ccccc1
 : 1.5%	3.4%	-15.0	10.9	0.0%	-2.4%	-6.4	-2.1	2.1
CCOP(=O)(OCC)c1nc(-c2ccc(Br)cc2)oc1N1CCCCC1
 : -0.4%	0.1%	-45.0*	/	-6.7%	0.0%	-9.0	-1.6	4.2
COc1ccccc1NC(=O)C(=O)NNS(=O)(=O)c1ccc2ccccc2c1
 : -3.6%	-3.6%	-3.9	2.1	0.5%	-2.1%	4.4	-4.8	1.4
Brc1cccc(-c2nnn3c2nc(NC2CCCCC2)c2ccccc23)c1
 : 5.7%	-0.5%	11.9	-1.3	0.7%	21.8%	-1.6	0.3	1.1
CCN(CC)c1nc(Oc2ccc(C(=O)OC)cc2)nc(N2CCOCC2)n1
 : 0.0%	-4.3%	0.6	0.8	-4.1%	-0.8%	-3.6	-0.7	3.0
O=C(c1ccccc1)c1ccccc1C(=O)N1CCOCC1
 : -1.0%	-3.1%	7.4	8.9	-1.6%	0.6%	-3.9	-0.3	1.6
Cc1ccc(NC(=O)N2CCCC2C(=O)Nc2ccc3c(c2)OCO3)cc1 (centres undefined)
 : -3.0%	14.7%	0.3	7.6	4.5%	0.9%	-7.3	10.4	1.0
COc1cc(C(c2sc3nc(C)nn3c2O)N2CCc3ccccc3C2)cc(OC)c1OC (centres undefined)
 : -0.9%	-7.8%	16.4	4.0	-3.0%	1.1%	4.9	-7.3	1.9
O=C(NNC(=O)c1cc(OCC(F)(F)F)ccc1OCC(F)(F)F)c1cccc(C(F)(F)F)c1
 : -1.4%	-7.6%	-8.4	-4.1	4.5%	0.1%	-2.1	-5.5	0.7
NCCCC[C@@H]1NC(=O)c2cc([N+](=O)[O-])cc(I)c2SC[C@@H](C(N)=O)NC(=O)[C@H](Cc2ccc(O)cc2)NC1=O
 : 1.3%	1.0%	-3.7	-1.0	-2.3%	-1.6%	-4.0	1.1	-3.2
CCCC(C)NC(=O)/C=C/c1cccc([N+](=O)[O-])c1 (centres undefined)
 : 0.4%	-0.3%	0.8	-6.6	-1.2%	0.1%	-1.8	-8.3	3.0
O=C(O)c1ccccc1N=Nc1c(O)[nH]c2ccc([N+](=O)[O-])cc12
 : 4.9%	-6.6%	-4.3	10.4	6.0%	1.4%	-2.2	-0.4	1.4
CCOC(=O)c1c(C)[nH]c(C)c1C(=O)COC(=O)Cc1ccc(OC)c(OC)c1
 : -1.0%	16.7%	/	/	-3.5%	/	/	-2.0	/
Cc1noc(C)c1COC(=O)CCc1nc2ccccc2c(=O)[nH]1
 : -8.8%	0.1%	12.4	13.9	-2.4%	-0.3%	-2.8	-3.1	2.5
Cc1ccc(S(=O)(=O)NCCCNC(=O)c2ccccc2)cc1
 : -4.3%	-16.8%	7.0	-1.4	-3.5%	0.4%	-0.1	-6.8	2.1
O=C(/C=C/c1c(F)cccc1Cl)N1CCOCC1
 : 0.9%	-0.4%	-1.3	3.8	15.2%	-2.2%	2.0	1.6	0.9
Cc1ccccc1N1CCN(C2CCCN(C(=O)c3ccc(Cl)s3)C2)CC1 (centres undefined)
 : -1.3%	-1.4%	5.7	-22.5	-0.1%	0.7%	-1.1	-4.9	4.7
Cc1[nH]n(-c2ccccc2)c(=O)c1C=Nc1ccc(S(=O)(=O)N(C)C)cc1
 : -1.9%	4.0%	-11.7	11.5	-4.8%	-0.1%	-0.9	-4.8	0.4
CCOc1c2ccc(C(=O)NCc3ccc4c(c3)OCO4)cc2nn1C
 : 1.3%	3.7%	3.1	-9.1	-1.6%	1.6%	-2.1	-5.9	1.5
CC(C)(C)NC(=O)C(=O)NNC(=O)c1ccco1
 : 7.7%	2.4%	12.9	7.9	-5.2%	-1.1%	12.6	4.8	3.3
COc1cccc(N2C(=NC(=O)C3CCCO3)SC3CS(=O)(=O)CC32)c1 (centres undefined)
 : -2.8%	1.6%	-2.7	-0.1	-5.8%	0.5%	0.8	-1.5	1.5
COc1cc(CN2CCNC(=O)C2CC(=O)N2CCCN(C(C)=O)CC2)cc(OC)c1 (centres undefined)
 : -7.1%	-7.6%	-4.5	2.3	-2.4%	-0.2%	8.4	1.5	0.9
CCn1nnnc1SCC(=O)NCc1cccs1
 : 0.9%	0.0%	-4.1	12.0	-5.1%	-1.7%	-1.6	-1.2	1.2
Cc1cccc(CCNC(=O)C2CCN(c3nc4ccccc4nc3C(F)(F)F)CC2)c1
 : 3.9%	10.1%	-11.7	7.0	1.2%	8.6%	-3.2	-12.8	3.8
Cc1cc(C)nc(N2CCC(C(=O)NC3CCCc4ccccc43)CC2)n1 (centres undefined)
 : 1.2%	0.2%	-1.8	-3.7	-2.5%	1.3%	-4.7	3.4	2.0
C=CC[C@@H](CC(=O)N[C@H](CO)Cc1ccccc1)C(=O)NC[C@@H](OC(=O)[C@@H](CC=C)Cc1ccc(F)cc1)c1ccccc1
 : 2.7%	4.9%	/	/	-5.3%	/	/	-8.3	/
CCOC(=O)C(NCCc1ccccc1)(NC(C)=O)C(F)(F)F (centres undefined)
 : 0.3%	1.0%	23.9	-4.9	-2.0%	-0.6%	3.9	-3.2	3.1

# Three of the entries above in order of the D2 potentiator value, highest first.
compound | D2 potentiator
NCCCC[C@@H]1NC(=O)c2cc([N+](=O)[O-])cc(I)c2SC[C@@H](C(N)=O)NC(=O)[C@H](Cc2ccc(O)cc2)NC1=O | -1.0
Cc1ccc(S(=O)(=O)NCCCNC(=O)c2ccccc2)cc1 | -1.4
CS(=O)(=O)N1CCC(C(=O)Nc2ccc(Cl)c(Cl)c2)CC1 | -11.1

# The list continues:
# Sequence of screens: Vif-APOBEC3G blk	Vif-APOBEC3F blk	D1 antag	D2 potentiator	Glioma ERSR ind	RXFP1 agonist	D1 potentiator	LDHA block	D1 ag
CN(C)c1ccc(CNc2ncn[nH]2)cc1
 : 8.3%	-6.8%	-26.3	-0.1	-0.9%	5.4%	-0.7	-2.0	3.7
COc1cccc(OCc2nc3ccccc3n2Cc2ccccc2C)c1
 : -1.8%	-20.8%	-11.0	-12.7	-3.4%	0.9%	0.5	3.3	39.9*
CC(C)OCCCNC(=O)Nc1cccc2ccccc12
 : 0.0%	-8.5%	-4.7	-6.0	7.5%	-3.2%	-4.4	2.8	2.4
CCc1nc2sc3ccccc3c(=O)c2c(=O)n1Cc1ccco1
 : -7.5%	-10.4%	1.5	4.5	0.2%	1.0%	8.1	3.8	1.7
C1=CN2CCC1C(c1ccccc1)C2 (centres undefined)
 : 1.9%	-4.3%	10.1	8.0	-6.0%	1.2%	7.8	-1.5	2.2
COc1ccc(OC)c(NS(=O)(=O)c2ccc(-c3cc(C)no3)s2)c1
 : ?	-2.3%	-10.4	-3.8	-4.6%	1.4%	1.8	4.8	5.8
O=C(CSc1ccccc1)N1CCN(c2ccccn2)CC1
 : -0.7%	-6.1%	-13.7	3.0	6.8%	0.2%	0.3	-10.0	1.5
COc1ccc(C(C(=O)NC2CCCCC2)N(C(=O)c2ccccn2)c2cccnc2)cc1 (centres undefined)
 : 0.0%	-1.1%	-3.4	7.6	-3.4%	1.3%	1.3	-4.3	0.1
N#Cc1ccc(-c2ccc(C3Nc4ccccc4C(=O)N3O)o2)cc1 (centres undefined)
 : -4.0%	-5.2%	/	-1.4	-1.8%	1.2%	-5.0	0.5	-1.2
Cc1ccc(S(=O)(=O)N2CCC(C(=O)Nc3cccnc3)CC2)cc1
 : 0.0%	-6.5%	/	/	-2.2%	/	/	0.3	/
Cc1noc(N)c1C(=O)Nc1ccc(C(C)(C)C)cc1
 : -5.0%	0.0%	-0.4	11.8	6.2%	-0.9%	6.2	5.5	0.9
COC(=O)c1ccc(COC(=O)c2ccc(SC)cc2OC)cc1
 : 2.2%	2.3%	9.6	-4.7	5.7%	0.5%	-4.2	-0.2	7.8
O=C(c1ccc([N+](=O)[O-])cc1)N1CCN(Cc2ccccc2[N+](=O)[O-])CC1
 : -1.1%	-1.4%	-13.3	-36.1	-3.5%	-0.5%	-3.5	-14.8	2.8
COc1ccc(/C=N/NC(=O)c2cc3c(OC)ccc(OC)c3[nH]2)cc1O
 : ?	?	-9.2	2.6	-9.0%	5.4%	-15.0	2.6	3.3
Cc1ccc(S(=O)(=O)Nc2cc3c(cc2NCc2ccccc2)n(C)c(=O)n3C)c(C)c1
 : -18.9%	-7.5%	3.0	/	2.5%	5.7%	1.2	22.7	0.1
CNC(=O)C1CCN(Cc2cc3ccccc3n2Cc2ccccc2C)CC1
 : -1.3%	-16.7%	24.9	-1.0	-3.9%	0.1%	-2.4	-1.3	5.6
COc1ccc(/C(C)=N/Nc2nc3ccccc3nc2C)cc1
 : ?	-6.5%	-9.3	10.3	3.9%	6.2%	-0.8	-3.8	0.7
CCOc1ccccc1CNC(=O)c1oc2c(c1C)-c1[nH]ncc1CC2
 : -20.2%	-7.8%	11.3	9.6	-3.6%	3.5%	-1.4	12.1	5.0
